GRIN3A LBD mod: modulates the human NR3A ligand-binding domain | NR3A LBD differential scanning fluorimetry, Tm shift; 0% = protein alone, 100% = glycine-bound protein | Tm shift relative to glycine control, % at 25 µM | hit rate 2.5% among 340,000;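 active means melting temperature shift of at least 10% of the positive control shift, at one fixed dose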
TIM10 inh: inhibits growth of TIM10 yeast strain | S. cerevisiae TIM10 strain growth, BacTiter-Glo luminescence, 24 h | inhibition, % at 10 µM | hit rate 1.4% among 330,000 | AID 463195;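 active means inhibition of 40% or more at the single tested concentration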;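 further: wild-type TIM10 isogenic control strain grown at permissive 25 °C; 0% = DMSO yeast wells and 100% = minimal medium wells without yeast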
Mdm2 MdmX PPI: inhibitors of human Mdm2/MdmX interaction. SaOS-2 split-luciferase Mdm2/MdmX complementation, luminescence. inhibition, % at 8 µM. hit rate 3% among 330,000;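 active means inhibition of at least 50% at 8 µM in the primary screen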
Target sequence (O15151 whole entry, looked up): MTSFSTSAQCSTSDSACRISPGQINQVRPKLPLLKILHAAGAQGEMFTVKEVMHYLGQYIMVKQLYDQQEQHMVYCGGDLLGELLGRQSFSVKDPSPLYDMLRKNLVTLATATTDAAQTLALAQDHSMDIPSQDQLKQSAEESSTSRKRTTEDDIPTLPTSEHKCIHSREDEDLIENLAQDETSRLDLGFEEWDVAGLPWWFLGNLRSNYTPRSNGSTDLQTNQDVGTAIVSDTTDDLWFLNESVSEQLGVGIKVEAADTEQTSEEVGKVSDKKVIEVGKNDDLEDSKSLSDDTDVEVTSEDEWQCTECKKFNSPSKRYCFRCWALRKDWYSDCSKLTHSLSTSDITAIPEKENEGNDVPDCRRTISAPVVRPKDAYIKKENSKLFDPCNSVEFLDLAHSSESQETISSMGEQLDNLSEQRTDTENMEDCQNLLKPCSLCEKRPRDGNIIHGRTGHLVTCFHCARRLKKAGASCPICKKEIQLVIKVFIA
Target sequence (Q00987 whole entry, looked up): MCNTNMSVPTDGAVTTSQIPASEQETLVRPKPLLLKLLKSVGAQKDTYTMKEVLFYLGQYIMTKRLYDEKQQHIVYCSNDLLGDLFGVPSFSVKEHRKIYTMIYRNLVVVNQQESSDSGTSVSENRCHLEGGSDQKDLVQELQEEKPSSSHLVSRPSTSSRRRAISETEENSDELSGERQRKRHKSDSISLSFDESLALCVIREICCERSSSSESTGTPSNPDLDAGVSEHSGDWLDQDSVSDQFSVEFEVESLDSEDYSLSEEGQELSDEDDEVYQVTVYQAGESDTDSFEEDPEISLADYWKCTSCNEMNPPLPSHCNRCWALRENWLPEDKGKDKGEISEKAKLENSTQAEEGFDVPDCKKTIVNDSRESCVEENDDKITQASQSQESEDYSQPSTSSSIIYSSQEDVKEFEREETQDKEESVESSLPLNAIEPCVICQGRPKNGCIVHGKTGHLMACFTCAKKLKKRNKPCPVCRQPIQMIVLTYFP
APJ agonist: activates the human apelin receptor APJ. CHO-K1 APJ PathHunter beta-arrestin, luminescence; 0% DMSO wells, 100% apelin. activation, % at 20 µM. hit rate 0.11% among 330,000;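 active means activation more than six SD over the plate average, tested at 20 µM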;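 further: 0% = DMSO alone and 100% = apelin-13 at 10 nM; some results filed as inactive read as strong as hits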
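Material: engineered CHO-K1 APJ arrestin reporter cells; amount: 1000 CHO-K1 reporter cells seeded per well; incubation: compound stimulation 90 min at 25 °C, detection 60 min; signal: luminescent beta-gal fragment complementation, chemiluminescent substrate; read-out basis: APJ agonist activity; controls: DMSO-only wells as negative, 10 nM Apelin-13 as positive control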
CHOP UPR activ: apoptotic UPR (CHOP) activation | CHO-CHOP luciferase reporter, luminescence; percent of tunicamycin response over DMSO baseline | activation, % at 10 µM | hit rate 0.34% among 330,000;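 active means at 10 µM dose, activation of 40% or more, normalized to positive control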;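 further: 100% = tunicamycin at 10 µg/mL and 0% = DMSO alone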
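Assay system: CHO-CHOP cells, stable luciferase reporter of PERK-eIF2a-CHOP signalling / Buffer or medium: F12 plus 10% serum / Compound dosing: one dose, 10 µM in 0.5% DMSO / Times: 6 h compound treatment, 37 °C / Technique: luciferase luminescence / Read-out: % reporter activation, DMSO baseline versus tunicamycin full activation / Benchmarks: tunicamycin and DMSO controls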
tim23-1 inh: inhibits growth of tim23-1 mutant yeast; S. cerevisiae tim23-1 growth, BacTiter-Glo luminescence, 24 h; inhibition, % at 20 µM; hit rate 1.3% among 330,000; AID 463212;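 active means growth inhibition of the mutant yeast at or above 50%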;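 further: temperature-sensitive mutant grown at 25 °C; plate controls were DMSO-treated mutant yeast for no effect and medium wells lacking yeast for full effect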
UPR XBP1 act: activators of adaptive arm of unfolded protein response (XBP1). CHO-XBP1 luciferase reporter, IRE1-XBP1 UPR activation, luminescence; percent of tunicamycin response, DMSO as zero. hit rate 0.33% among 330,000. AID 463104. activation, % at 20 µM;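 active means versus positive control, 20 µM dose yields 30% or more activation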;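 further: 100% = tunicamycin at 10 µg/mL and 0% = DMSO only wells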
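Material: CHO cell line with stable XBP1 luciferase reporter; buffer or medium: F12 medium containing 10% fetal bovine serum; compound: single point, 20 µM final compound, 1% DMSO; incubation: 6 h treatment, 37 °C; measured by: glow luminescence from Steady-Glo reagent; evaluation: activation, % of tunicamycin; control set: tunicamycin high, DMSO low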
tim10-1 inh: inhibits growth of tim10-1 mutant yeast; S. cerevisiae tim10-1 ts strain growth, BacTiter-Glo, 24 h; inhibition, % at 20 µM; hit rate 2.2% among 330,000;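 active means inhibition of at least 40%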;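 further: mutant grown at 25 °C; 0% = DMSO wells with yeast and 100% = wells holding no yeast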
NALP3 yeast inh: NALP3 inhibition in yeast. Yeast reconstituted NLRP3/ASC/caspase-1, beta-gal luminescence, 24 h. inhibition, % at 10 µM. hit rate 0.39% among 330,000. AID 2825;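 active means inhibition of 50% or more; inactive means inhibition below 50%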;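 further: plate controls were induced DMSO wells for no effect and uninduced yeast grown without galactose for full effect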
An asterisk follows results filed as active.

SMILES	GRIN3A LBD mod	TIM10 inh	Mdm2 MdmX PPI	APJ agonist	CHOP UPR activ	tim23-1 inh	UPR XBP1 act	tim10-1 inh	NALP3 yeast inh
O=S(=O)(c1ccccc1)c1cnn(-c2ccccc2)c1-c1ccc(F)cc1	2	20	14	-4	1.1	30	0	33	1
C=CCn1c(SC(C)C(=O)NC2CC2)nnc1-c1ccoc1C (stereo not given)	0	12	6	-2	1.5	2	-1	-13	6
Cc1cc(C)c(NC(=O)CN2C(=O)NC3(CCCCC3)C2=O)c(C)c1	1	0	2	-3	-0.2	7	-3	13	1
COc1cc(OC)cc(C(=O)NNC(=O)CNC(=O)c2cccs2)c1	1	24	1	-1	1.3	11	-2	-5	9
Cc1nc([N+](=O)[O-])c(Br)n1Cc1ccccc1	0	14	-11	1	8.9	19	-2	11	-26
CCn1ncc(Br)c1C(=O)Nc1ccccc1C(=O)OC	-1	-17	20	-1	-0.3	19	2	7	28
O=C(Nc1ccccc1F)c1ccc(OCc2ccccc2)cc1	17*	1	-154	0	3.2	21	-1	8	32
C=CCNC(=O)C1CC2Cn3c(nc4cc(Cl)c(Cl)cc43)C2N1C (stereo not given)	1	0	14	-5	1.9	-6	-1	8	21
CC(=O)Nc1ccc(Nc2c3ccccc3nc3ccccc23)cc1	-2	-78	47	-5	-0.4	-15	23	-64	2
Cc1cc(C(=O)NN=Cc2c(C)[nH]c3ccccc23)c(C)o1	-6	-2	18	-1	3.4	3	3	4	27
CCN(CC(=O)Nc1ccc2c(c1)OCCO2)c1ccc(S(=O)(=O)N2CCOCC2)cn1	-4	7	4	-3	-0.9	-2	1	7	17
COc1cc(-c2nnc(SCC(=O)N3CCOCC3)o2)cc(OC)c1OC	-1	-12	11	-3	-0.2	-3	2	-2	4
CC(C)CC(=O)N1CCC(N(CCc2ccccc2)Cc2ccccc2)CC1	-2	-4	6	-4	0.3	7	-6	-1	3
CCCN(C(=O)c1ccc(-n2cncn2)c([N+](=O)[O-])c1)C1CCS(=O)(=O)C1 (stereo not given)	0	19	-11	-1	2.2	6	-1	-3	18
CCN(CC(=O)NCc1ccc(F)cc1)C(=O)COc1ccc2ccccc2c1	10*	14	-9	-2	-0.4	16	1	19	10
CCCOC(=O)c1c(NC(=O)/C=C/c2cnn(C)c2C)sc(C(=O)OC)c1C	2	-6	41	-5	1.2	-7	2	24	10
c1ccc(Oc2ccc(-c3ccnc4nc(N5CCN(c6ccccc6)CC5)nn34)cc2)cc1	2	18	-13	-3	1.7	22	3	34	2
O=C(NCc1ccccc1)C(Cc1ccccc1)N1C(=O)C2C3CCC(C3)C2C1=O (stereo not given)	-1	2	-1	0	-0.3	14	-1	40*	-1
CC(C)CNc1cc(Cl)c(S(=O)(=O)NCC(C)C)cc1C(=O)O	0	-31	7	3	-2.1	10	-2	6	-5
CSc1nc2cc(Cl)ccc2s1	0	7	-16	-2	9.0	9	1	14	13

Brought forward from above: 3 compounds, then new ones.
SMILES	GRIN3A LBD mod	TIM10 inh	Mdm2 MdmX PPI	APJ agonist	CHOP UPR activ	tim23-1 inh	UPR XBP1 act	tim10-1 inh	NALP3 yeast inh
O=C(NCc1ccccc1)C(Cc1ccccc1)N1C(=O)C2C3CCC(C3)C2C1=O (stereo not given)	-1	2	-1	0	-0.3	14	-1	40*	-1
CC(C)CNc1cc(Cl)c(S(=O)(=O)NCC(C)C)cc1C(=O)O	0	-31	7	3	-2.1	10	-2	6	-5
CSc1nc2cc(Cl)ccc2s1	0	7	-16	-2	9.0	9	1	14	13
Cc1cccc(-n2c(SCC(=O)NCc3ccco3)nnc2-c2ccco2)c1	0	3	-5	2	0.0	3	2	11	-2
N#Cc1c(NC(=O)c2ccc(-c3ccccc3[N+](=O)[O-])o2)sc2c1CCCC2	-7	4	22	-1	1.0	12	0	7	18
CNC(=O)c1[nH]cnc1C(=O)Nc1ccc(F)cc1	-1	12	36	-1	0.0	5	2	2	8
O=C(O)c1c2c(nc3ccccc13)-c1ccccc1CC2	0	-2	7	-1	-2.9	10	-1	9	9
Cc1cccc2cc(COC(=O)COc3ccccc3)c(=O)[nH]c12	-1	7	-24	-2	0.0	17	4	18	15
O=C(CCl)NN=C(c1ccccc1)c1ccccc1	5	27	18	0	19	41	-3	22	-4
COc1ccc(S(=O)(=O)N2CCC3(CC2)CC(=O)c2ccccc2O3)cc1OC	1	-14	10	0	0.1	-9	0	-2	-13
O=C(NC1CCCCCCC1)c1cccs1	0	-1	-7	-1	6.0	17	2	14	22
Cc1nn(C)c(C)c1C1C(C#N)=C(N)Oc2n[nH]c(C)c21 (stereo not given)	2	4	24	-2	-1.0	-12	-1	6	-6
O=C(NC(=S)Nc1ccc(S(=O)(=O)Nc2ncccn2)cc1)c1ccc(Br)cc1	2	-20	6	-4	-0.8	-16	-3	-22	9
Cc1ccc(C(=O)Nc2ccccc2C(=O)NC(Cc2ccccc2)C(=O)O)cc1 (stereo not given)	-3	-9	2	-1	1.1	9	-5	4	21
COC(=O)c1c(NC(=O)CN2CCCC(C)C2)c2c(C)cccc2n1C (stereo not given)	0	-4	6	-2	-0.7	22	-6	7	6
N/C(CS(=O)(=O)c1ccccc1)=N\OC(=O)c1ccc(F)cc1	-1	18	-10	0	1.3	1	-1	-18	0
Cc1ccc(-n2c(O)c(C=NC3CCS(=O)(=O)C3)c3ccccc3c2=O)cc1C (stereo not given)	-2	-1	20	0	-0.8	5	-1	3	12
CCOC(=O)C1(C)C=C(Nc2ccc(NC(C)=O)cc2)C(=O)N1c1ccc(NC(C)=O)cc1 (stereo not given)	2	-19	15	-2	2.6	-7	1	-12	-9
CCOc1ccc(Nc2nc3ccccc3c(=O)s2)cc1	-2	-17	14	-5	2.5	4	1	5	-7
COc1cc(-c2nnc3sc(-c4ccco4)nn23)cc(OC)c1OC	-6	26	8	2	-0.8	12	1	19	-5
CN1CCc2c(sc(NC(=O)c3cc(Cl)sc3Cl)c2C(N)=O)C1	-4	12	25	-4	3.2	28	1	39	18
COc1cc(Cl)ccc1OCc1cc(C(=O)NCC(C)(C)N2CCOCC2)no1	0	-2	-20	-1	3.7	1	0	9	32
COc1cc(C(=O)Nc2ccc(NC(=O)C3CC3)nc2)cc(OC)c1OC	-1	18	12	5	2.8	19	1	5	22
Cc1ccc(NC(=O)CN(c2ccccc2F)S(C)(=O)=O)cc1	0	3	9	-5	0.1	9	-1	-1	-1
Cc1cc(NC(=O)CSc2nccn2C)n(-c2ccccc2)n1	-4	-12	11	-3	-1.2	-3	-1	-8	2
CC(c1ccccc1)c1nnc(NC(=O)c2ccc3c(c2)OCO3)s1 (stereo not given)	1	6	36	3	4.6	4	2	5	-4
COc1ccc2c(c1)c(CC(=O)Nc1ccc(C(C)=O)cc1)c(C)n2C(=O)c1ccc(Cl)cc1	10	29	-2	-1	6.2	26	0	18	18
Cc1ccc(NC(=O)C(Nc2cccc(C)c2)c2ccccc2)cc1 (stereo not given)	-2	33	16	-3	1.5	37	1	29	-7
CC1CCN(C(=O)CN2C(=O)NC3(CCCc4ccccc43)C2=O)CC1 (stereo not given)	0	5	-22	1	0.4	8	-2	6	27
CCOc1cccc(-c2nn(-c3ccccc3)cc2/C=C(/C#N)C(=O)NCCCn2ccnc2)c1	-11	25	77*	-1	8.0	27	12	22	4
CCOP(=O)(c1ccccc1)c1nc(-c2ccccc2Cl)oc1N1CCCCC1 (stereo not given)	1	22	39	-5	3.0	32	1	39	11
O=[N+]([O-])c1cccc(CN2[C@@H](Cc3ccccc3)COCCS2(=O)=O)c1	3	20	19	-2	1.5	33	-1	17	24
CCOC(=O)c1sc(NC(=O)CN2CCN(c3ccccc3)CC2)nc1C	0	7	16	-4	0.0	15	-1	3	19
S=C1NCCNC(=S)NCCOCCN1	-1	-3	-26	0	-1.6	5	-2	2	15
CCc1ccccc1N(CC(=O)NC1CCCC1)C(=O)CNC(=O)c1cccs1	0	11	-6	0	2.5	8	-1	-14	11
Cc1cccc(NC(=O)N(Cc2cc3cc(C)cc(C)c3[nH]c2=O)CC2COCCO2)c1 (stereo not given)	0	8	20	3	-1.1	40	1	14	12
CC(=O)NC1(c2nnnn2CCOC(=O)Nc2ccc(Cl)cc2)CCCC1	0	6	32	-2	3.1	-11	0	-1	7
S=C(NC1CC1)N1CCN(C(=S)NC2CC2)CC1	-1	9	23	10	3.0	3	-5	-20	3
O=C(O)C[C@H]1c2cc(C(F)(F)F)ccc2S(=O)(=O)N1C1CCCC1	2	-6	-29	2	-0.8	6	0	-29	19
CCCCN(C(=O)c1ccc(-n2nc(C)cc2C)cc1)c1c(N)n(CCC)c(=O)[nH]c1=O	0	3	19	0	-0.1	9	-1	1	7
CCCCOC(=O)Nc1nnc(CCc2ccccc2)s1	0	21	1	4	-0.7	22	-2	13	52*
O=C(Nc1cccc(S(=O)(=O)N2CCCC2)c1)c1ccc2c(c1)OCO2	-2	17	13	-2	-0.9	9	3	16	-10
CNC(=S)NNC(=O)c1sc2cc(C(F)(F)F)cnc2c1-c1cccnc1	-3	9	18	-4	-0.4	-5	-2	-5	13
CNC(=S)Nc1cc(S(=O)(=O)Nc2cc(Cl)ccc2Cl)ccc1N1CCCC1	2	14	30	-4	-1.4	15	-4	13	13
Cc1nnc(SCc2cc(=O)[nH]c(/N=C(\N)Nc3ccccc3Sc3ccccc3)n2)s1	2	8	30	0	0.0	6	0	10	21
CC(=O)NCCNC(=O)CCNC(=O)c1ccc(Cl)cc1	-2	-15	-5	3	-1.2	4	-1	10	18
O=C(Nc1ncnc2sc3c(c12)CCC3)c1ccco1	-1	-9	26	-5	-1.0	-14	1	-1	7
CC1(C)CC(=O)C(N=Nc2ccc3ncsc3c2)=C(O)C1	2	14	-12	1	5.0	60*	-1	2	-3
COc1ccc(NS(=O)(=O)c2cc(NC(=O)c3cncc(Br)c3)ccc2OC)cc1	-4	2	46	-2	-0.2	-7	-1	-4	14
CCCCNC(=O)N1CCN(c2ccnc3cc(Cl)ccc23)CC1	-1	2	2	3	0.1	5	1	13	22
CN1CCN(c2nc3c(c(=O)n(C)c(=O)n3C)n2Cc2ccccc2F)CC1	1	-2	-7	-1	1.4	8	2	-86	23
CN(C)C(=O)c1cc(C(=O)c2ccc(Cl)cc2Cl)c[nH]1	-1	-19	-13	-2	3.3	-9	0	-2	-3
O=C(NCc1ccc(Cl)cc1)c1ccc(N2CCCC2=O)cc1	-3	0	-22	-4	2.5	0	1	-19	4
O=C(CN1CCC(NC(=O)Cc2ccccc2)CC1)Nc1ccccc1Br	1	-11	3	-3	-1.1	-17	2	3	4
